aSyn 5UTR inh: MLPCN primary screen, SNCA 5' untranslated region; alpha-synuclein 5'UTR reporter, inhibitor activity; actives 0.82% (n = 300,000); inhibition, % (tested at 7.5 µM); AID 1813, 2009; in the data active means inhibition above about 60%;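 further: H4 neuroglioblastoma cells stably carrying SNCA 5'UTR luciferase fusion; 0% = DMSO wells and 100% = positive control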
HIF act: HIF pathway transcriptional activators, primary screen, cell-based, U2OS HRE-luciferase, luminescence. AID 1910, 2009. actives 0.32% (n = 300,000). activation, % at 7.5 µM (by protocol). U2OS HRE-luciferase reporter; normalized: DMSO 0%, desferrioxamine 100%;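 active means mean activation of at least 10% of the iron chelator positive control signal, with at least half of replicates also reaching 10%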
HDAC3 inh: HDAC3 deacetylase inhibitors, primary screen, biochemical, fluorescence, cell-free homogeneous; recombinant HDAC3, fluorogenic peptide/trypsin coupled; actives 0.15% (n = 320,000); Histone deacetylase 3 (Homo sapiens), O15379; AID 2718, 2010; inhibition, % at 8.3 µM; in the data active means inhibition above about 26%, passing the limit was not always enough
Target sequence (O15379 whole entry, looked up): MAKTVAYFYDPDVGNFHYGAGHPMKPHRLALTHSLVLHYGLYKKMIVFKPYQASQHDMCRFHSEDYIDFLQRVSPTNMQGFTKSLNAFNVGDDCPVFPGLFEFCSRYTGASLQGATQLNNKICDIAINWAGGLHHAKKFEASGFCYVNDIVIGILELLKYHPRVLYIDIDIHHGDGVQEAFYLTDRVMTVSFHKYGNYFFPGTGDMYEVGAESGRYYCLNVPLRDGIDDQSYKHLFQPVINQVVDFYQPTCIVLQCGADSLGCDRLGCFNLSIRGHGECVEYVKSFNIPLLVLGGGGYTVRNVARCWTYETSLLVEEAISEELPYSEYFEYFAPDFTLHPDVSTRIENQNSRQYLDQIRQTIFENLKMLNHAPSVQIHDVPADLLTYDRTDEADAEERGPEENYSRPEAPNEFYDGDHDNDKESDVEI
AI-2 QS mod: Vibrio harveyi AI-2 quorum sensing modulators, primary screen, JMH597 strain, luminescence/OD600 ratio; Vibrio harveyi JMH597 AI-2 luminescence/OD600 ratio, 9 h; active compounds read low; strain lacks LuxN and CqsS sensors; 0 = neutral-control median; activity change, % at 7.5 µM; actives 0.4% (n = 300,000); AID 2094, 2009; in the data active means activity change below about -75%, passing the limit was not always enough;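 further: luminescence divided by OD600 gain over 9 h not by final OD600 alone; inactives centre near 13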
IEC-6 cytotox: cytotoxicity in IEC-6 intestinal epithelial cells, primary screen, cytotoxicity control for KLF5 inhibitor project, cell-based, luminescence. inhibition, % at 5 µM. IEC-6 cytotoxicity, luminescence viability. actives 0.78% (n = 290,000). AID 1825, 2009; in the data active means inhibition above about 22%;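 further: 0% = plate median of test compound wells and 100% = cytotoxic reference compound wells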
HSF1 inhib: HSF1 inhibitors in luciferase reporter cells, primary screen, cell-based, NIH3T3, luminescence. actives 0.77% (n = 300,000). NIH3T3-HGL HSE-luciferase, MG132-induced, luminescence 8 h; active compounds read low. activity change, negative = inhibition, % at 7.5 µM (by protocol);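 active means more than half of replicate wells show activity change below -50%, luminescence cut by over half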;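 further: luciferase reports HSF-1 transcriptional activity via heat shock element; 0% = median of DMSO wells and -100% = zero luminescence signal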
HSP90 inh: HSP90 inhibitors, primary screen, cell lysate, luminescence. inhibition, % at 5.6 µM. Rabbit reticulocyte lysate, luciferase refolding luminescence, 3 h. AID 1789, 2009. Heat shock protein HSP 90 (rabbit reticulocyte lysate; luciferase refolding). actives 0.91% (n = 290,000);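 active means inhibition above the screen-wide mean plus 3 SD, computed separately per campaign, cut at about 16% in these data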;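 further: 0% = DMSO wells and 100% = 60 µM geldanamycin wells; inhibitors lower the luminescence because luciferase stays unfolded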
KLF5 inh: KLF5 expression inhibitors, primary screen, DLD-1 cells, luminescence; DLD-1 KLF5 promoter-luciferase reporter; inhibition, % at 5 µM; actives 0.23% (n = 290,000); AID 1700, 2009;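 active means inhibition above a per-plate limit of that plate's mean compound inhibition plus 3 SD, cut at about 60% in these data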;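 further: 0% = DMSO wells and 100% = LY294002 at 200 µM; higher means less KLF5 promoter-driven luciferase light; inactives centre near -14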
HSF1 activator: HSF-1 activators, primary screen, NIH3T3-HGL cells, MG132 stress, luminescence, single point | NIH3T3-HGL HSF-1 luciferase reporter, 8 h; 100% = twice DMSO control signal | activation, % at 9 µM | actives 1.7% (n = 300,000) | AID 504408, 2011;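 active means mean replicate activation of at least 50% with a set share of replicates each reaching 50%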;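 further: 0% = median of the neutral control wells and 100% = twice that signal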
Platelet DG rel: inhibitors of platelet dense granule secretion, primary screen, cell-based, MLPCN, human platelets; inhibition, %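 (compounds screened at 7.5 µM in platelet-rich plasma)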; human platelet-rich plasma, SFLLRN dense granule ATP release, luminescence; AID 1663, 2009; actives 0.22% (n = 300,000);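 active means mean replicate score, as percent of positive control, at or above 50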
An asterisk follows results filed as active.

Results for COc1ccc(OCC(=O)NNC(=O)c2ccc(-c3ccccc3)cc2)cc1 ?
aSyn 5UTR inh: 6; HIF act: -0.7; HDAC3 inh: 1; AI-2 QS mod: 18; IEC-6 cytotox: -4; HSF1 inhib: -1; HSP90 inh: 0; KLF5 inh: -5; HSF1 activator: 7; Platelet DG rel: 2

Results for COc1ccccc1/C=C/C(=O)c1ccc(Cl)cc1 ?
aSyn 5UTR inh: -62; HIF act: 0.9; AI-2 QS mod: 18; IEC-6 cytotox: 12; HSF1 inhib: 1; HSP90 inh: 3; KLF5 inh: 11; HSF1 activator: 18; Platelet DG rel: 6

How did COc1ccc(/C(N)=N/O)c(OC)c1 do in these assays?
aSyn 5UTR inh: 30; HIF act: -0.2; HDAC3 inh: 12; AI-2 QS mod: 15; IEC-6 cytotox: 2; HSF1 inhib: -13; HSP90 inh: 2; KLF5 inh: 1; HSF1 activator: -7; Platelet DG rel: -6

Results for CCOc1ccc(NS(=O)(=O)c2ccc(C(=O)NNC(=O)c3ccccc3O)cc2)cc1 ?
aSyn 5UTR inh: 15; HIF act: 0.3; HDAC3 inh: 2; HSF1 inhib: 1; HSF1 activator: -1; Platelet DG rel: -10

What do the screens show for `O=C(CSc1nncc2ccccc12)Nc1cccc(O)c1`?
aSyn 5UTR inh: 11; HIF act: 0.0; HDAC3 inh: -6; AI-2 QS mod: -10; IEC-6 cytotox: 0; HSF1 inhib: 28; HSP90 inh: 1; KLF5 inh: 1; HSF1 activator: 67*; Platelet DG rel: -8

Results for CN1CCN(S(=O)(=O)c2ccc(Nc3ccc(F)cc3)c([N+](=O)[O-])c2)CC1 ?
aSyn 5UTR inh: 24; HIF act: -0.1; HDAC3 inh: 4; AI-2 QS mod: 31; HSF1 inhib: -4; HSF1 activator: -5; Platelet DG rel: -8

How did COc1cccc2sc(Nc3nc(C)c(C(C)=O)s3)nc12 do in these assays?
aSyn 5UTR inh: -179; HIF act: 2.3; HDAC3 inh: -9; AI-2 QS mod: 17; IEC-6 cytotox: 4; HSF1 inhib: -3; HSP90 inh: 4; KLF5 inh: -7; HSF1 activator: -4; Platelet DG rel: 2

Results for COc1ccccc1CNC(=O)CSc1cc(=O)n(C)c2ccccc12 ?
aSyn 5UTR inh: -15; HIF act: 0.0; HDAC3 inh: -1; AI-2 QS mod: 12; IEC-6 cytotox: 0; HSF1 inhib: -6; HSP90 inh: 0; KLF5 inh: -13; HSF1 activator: 3; Platelet DG rel: 2

What do the screens show for `COc1ccc(-c2nc(N)ncc2-c2ccccc2OC)c(O)c1`?
aSyn 5UTR inh: -9; HIF act: -7.5; HDAC3 inh: 7; AI-2 QS mod: 13; IEC-6 cytotox: -8; HSF1 inhib: -5; HSP90 inh: 2; KLF5 inh: -38; HSF1 activator: 3; Platelet DG rel: 0

Results for CC1CC(C)CN(C(=O)c2ccc(S(=O)(=O)N3CC(C)CC(C)C3)cc2)C1 (stereo not drawn) ?
aSyn 5UTR inh: -3; HIF act: -0.1; HDAC3 inh: -3; AI-2 QS mod: 23; IEC-6 cytotox: -2; HSF1 inhib: -6; HSP90 inh: 5; KLF5 inh: 17; HSF1 activator: 21; Platelet DG rel: 7

Results for CCN(CC(=O)Nc1c(F)cccc1F)C(=O)/C=C/c1ccc(Br)s1 ?
aSyn 5UTR inh: 17; HIF act: -9.0; HDAC3 inh: 7; AI-2 QS mod: 5; HSF1 inhib: -2; HSF1 activator: 1; Platelet DG rel: -1

Results for O=C(CSc1nnc(-c2ccncc2)n1Cc1ccco1)Nc1nccs1 ?
aSyn 5UTR inh: 7; HIF act: -28; HDAC3 inh: 1; AI-2 QS mod: 16; IEC-6 cytotox: -4; HSF1 inhib: -4; HSP90 inh: -5; KLF5 inh: 2; HSF1 activator: 13; Platelet DG rel: -9

What do the screens show for `O=C(c1cccnc1)N1CCN(S(=O)(=O)c2cccs2)CC1`?
aSyn 5UTR inh: -2; HIF act: -0.6; HDAC3 inh: 9; AI-2 QS mod: 38; IEC-6 cytotox: -5; HSF1 inhib: -9; HSP90 inh: 3; KLF5 inh: -37; HSF1 activator: -1; Platelet DG rel: 14

What do the screens show for `Cc1cccc2c(C(=O)O)c3cccc(C)c3nc12`?
aSyn 5UTR inh: 13; HIF act: -0.3; HDAC3 inh: -12; AI-2 QS mod: 16; HSF1 inhib: -1; HSF1 activator: 1; Platelet DG rel: 0

What do the screens show for `CCOC(=O)N1CCC(NC(=O)c2ccc3c(c2)N=C(C)c2ccccc2S3)CC1`?
aSyn 5UTR inh: 14; HIF act: -0.2; HDAC3 inh: 6; AI-2 QS mod: 29; IEC-6 cytotox: 0; HSF1 inhib: 3; HSP90 inh: -1; KLF5 inh: -2; HSF1 activator: 2; Platelet DG rel: 13

What do the screens show for `CCOC(=O)c1c(NC(=O)CSc2nc(C)cc(C)c2C#N)sc(C(C)=O)c1C`?
aSyn 5UTR inh: 13; HIF act: -0.5; HDAC3 inh: -12; AI-2 QS mod: 19; IEC-6 cytotox: -1; HSF1 inhib: -1; HSP90 inh: 6; KLF5 inh: -14; HSF1 activator: -9; Platelet DG rel: 1

Results for c1cncc(-c2nc(N3CCOCC3)c3ccccc3n2)c1 ?
aSyn 5UTR inh: -26; HIF act: 0.0; HDAC3 inh: 5; AI-2 QS mod: 17; IEC-6 cytotox: 3; HSF1 inhib: -12; HSP90 inh: -1; KLF5 inh: 5; HSF1 activator: -17; Platelet DG rel: -10

Results for C#CCOCCOCCOCCNc1nc(N2CCN(C(=O)[C@H](CCC(=O)O)n3cc(C(N)Cc4ccc(O)cc4)nn3)CC2)nc(N2CCN(C(=O)[C@H](Cc3cc4ccccc4[nH]3)n3cc(C(N)[C@H](C)CC)nn3)CC2)n1 (stereo partly drawn) ?
aSyn 5UTR inh: 9; HIF act: 1.1; HDAC3 inh: -3; AI-2 QS mod: 11; IEC-6 cytotox: 0; HSF1 inhib: -1; HSP90 inh: 9; KLF5 inh: -10; HSF1 activator: -11; Platelet DG rel: -1

What do the screens show for `Cc1ccc(C2CC(=O)C(C=NCCN3CCN(C(=S)Nc4ccc(F)cc4)CC3)=C(O)C2)cc1` (stereo not drawn)?
aSyn 5UTR inh: 5; HIF act: -0.1; HDAC3 inh: 3; AI-2 QS mod: 23; IEC-6 cytotox: -2; HSF1 inhib: 6; HSP90 inh: 4; KLF5 inh: 23; HSF1 activator: -2; Platelet DG rel: 12

Results for CCC1(C)CC(CC(=O)O)(c2ccccc2OC)CCO1 (stereo not drawn) ?
aSyn 5UTR inh: 8; HIF act: -0.5; HDAC3 inh: 0; AI-2 QS mod: 22; IEC-6 cytotox: -1; HSF1 inhib: -7; HSP90 inh: 0; KLF5 inh: -7; HSF1 activator: -2; Platelet DG rel: -1

Arranged by heavy-atom count (largest number first): some entries from above
Results for CCOc1ccc(NS(=O)(=O)c2ccc(C(=O)NNC(=O)c3ccccc3O)cc2)cc1 ?
aSyn 5UTR inh: 15; HIF act: 0.3; HDAC3 inh: 2; HSF1 inhib: 1; HSF1 activator: -1; Platelet DG rel: -10

Results for O=C(CSc1nnc(-c2ccncc2)n1Cc1ccco1)Nc1nccs1 ?
aSyn 5UTR inh: 7; HIF act: -28; HDAC3 inh: 1; AI-2 QS mod: 16; IEC-6 cytotox: -4; HSF1 inhib: -4; HSP90 inh: -5; KLF5 inh: 2; HSF1 activator: 13; Platelet DG rel: -9

Results for COc1ccccc1CNC(=O)CSc1cc(=O)n(C)c2ccccc12 ?
aSyn 5UTR inh: -15; HIF act: 0.0; HDAC3 inh: -1; AI-2 QS mod: 12; IEC-6 cytotox: 0; HSF1 inhib: -6; HSP90 inh: 0; KLF5 inh: -13; HSF1 activator: 3; Platelet DG rel: 2

How did COc1cccc2sc(Nc3nc(C)c(C(C)=O)s3)nc12 do in these assays?
aSyn 5UTR inh: -179; HIF act: 2.3; HDAC3 inh: -9; AI-2 QS mod: 17; IEC-6 cytotox: 4; HSF1 inhib: -3; HSP90 inh: 4; KLF5 inh: -7; HSF1 activator: -4; Platelet DG rel: 2

Next part
Results for Cc1cc(-c2ccc(C)c(S(=O)(=O)NCC3CCN(Cc4cccc(F)c4)CC3)c2)on1 ?
aSyn 5UTR inh: 15; HIF act: -1.1; HDAC3 inh: -7; AI-2 QS mod: 16; IEC-6 cytotox: -3; HSF1 inhib: 11; HSP90 inh: -4; KLF5 inh: -11; HSF1 activator: 17; Platelet DG rel: 9

How did COc1cc2c(c(OC)c1OC)-c1ccc(NC(=O)c3ccc(F)cc3)c(=O)cc1[C@@H](NC(C)=O)CC2 do in these assays?
aSyn 5UTR inh: -26; HIF act: 2.3; HDAC3 inh: 18; AI-2 QS mod: 15; IEC-6 cytotox: 26*; HSF1 inhib: 8; HSP90 inh: 2; KLF5 inh: 18; HSF1 activator: -11; Platelet DG rel: -5

Results for COc1ccc(C(=O)Nc2ccc(C(=O)Nc3cccnc3)cc2)cc1 ?
aSyn 5UTR inh: 3; HIF act: -0.7; HDAC3 inh: 0; AI-2 QS mod: 7; IEC-6 cytotox: 0; HSF1 inhib: -5; HSP90 inh: -1; KLF5 inh: -30; HSF1 activator: -4; Platelet DG rel: 2

How did Cc1ccc(NC(=O)c2ccc(NC(=O)c3ccccc3)cc2)cc1C do in these assays?
aSyn 5UTR inh: 27; HIF act: -1.9; HDAC3 inh: -7; AI-2 QS mod: 5; IEC-6 cytotox: 7; HSF1 inhib: -24; HSP90 inh: 3; KLF5 inh: -33; HSF1 activator: -30; Platelet DG rel: -7

How did Cc1nc(CCNC(=O)Cc2ccccc2)cs1 do in these assays?
aSyn 5UTR inh: 22; HIF act: -0.6; HDAC3 inh: 6; AI-2 QS mod: 11; IEC-6 cytotox: 2; HSF1 inhib: -4; HSP90 inh: 1; KLF5 inh: -11; HSF1 activator: 9; Platelet DG rel: -5

How did O=C(c1cccc(Br)c1)N1CCN(c2ccccn2)CC1 do in these assays?
aSyn 5UTR inh: 1; HIF act: -0.2; HDAC3 inh: 2; AI-2 QS mod: 9; HSF1 inhib: -1; HSF1 activator: 15; Platelet DG rel: -2

Results for CCN(CC(=O)Nc1ccc2c(c1)OCCO2)S(=O)(=O)c1ccc(C)cc1 ?
aSyn 5UTR inh: -9; HIF act: -0.4; HDAC3 inh: -2; AI-2 QS mod: -1; IEC-6 cytotox: 11; HSF1 inhib: -9; HSP90 inh: 3; KLF5 inh: -17; HSF1 activator: 7; Platelet DG rel: 9

What do the screens show for `Cc1cccnc1NC(=O)Cn1nc(-c2ccccc2)oc1=S`?
aSyn 5UTR inh: 18; HIF act: 0.8; HDAC3 inh: 10; AI-2 QS mod: 26; IEC-6 cytotox: 2; HSF1 inhib: 10; HSP90 inh: -4; KLF5 inh: -82; HSF1 activator: 26; Platelet DG rel: 13

From PubChem BioAssay
